Screening results (PubChem BioAssay)
GSTO1 counter: inhibitors of recombinant GSTO1, primary screen, counter-screen for RBBP9 inhibitor project, biochemical, fluorescence polarization; AID 1974, 2009; 300,000 tested, 1.1% active; inhibition, % at 5.96 µM; activity-based probe fluorescence polarization;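 active means inhibition above the campaign mean inhibition plus 3 SD, cut at about 35% in these data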;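 further: 0% = GSTO1-1 with DMSO and 100% = wells lacking GSTO1-1 enzyme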
Target sequence (P78417 whole entry, looked up): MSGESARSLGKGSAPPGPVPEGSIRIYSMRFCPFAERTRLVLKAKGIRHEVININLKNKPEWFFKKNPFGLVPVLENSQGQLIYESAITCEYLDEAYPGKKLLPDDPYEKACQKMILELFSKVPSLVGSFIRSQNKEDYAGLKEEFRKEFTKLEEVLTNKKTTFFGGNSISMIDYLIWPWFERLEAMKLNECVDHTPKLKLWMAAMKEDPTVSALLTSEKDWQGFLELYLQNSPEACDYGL
LYPLA1 counter: LYPLA1 inhibitors, primary screen, counter-screen for PME1 inhibitor project, biochemical, fluorescence polarization, FP-Rh probe ABPP | inhibition, % at 5.9 µM | recombinant LYPLA1 | Acyl-protein thioesterase 1 (Homo sapiens), O75608 | 320,000 tested, 0.16% active;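 active means inhibition above the mean of all tested compounds plus 3 SD, set per campaign, cut at about 14% in these data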;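 further: inhibitors block serine hydrolase probe labeling of LYPLA1 so polarization falls; 0% = enzyme with DMSO and 100% = wells lacking LYPLA1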
PAFAH1B3 inh: PAFAH1B3 enzyme inhibitors, primary screen, biochemical, fluorescence polarization, human; recombinant PAFAH1B3, FP-rhodamine probe; inhibition, % at 3.39 µM; 340,000 tested, 0.28% active; Platelet-activating factor acetylhydrolase IB subunit alpha1 (Homo sapiens), Q15102;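 active means inhibition above the screen-wide average of all tested compounds plus 3 SD, cut at about 25% in these data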;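 further: 0% = enzyme with DMSO only and 100% = wells lacking PAFAH1B3 protein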
Target sequence (Q15102 whole entry, looked up): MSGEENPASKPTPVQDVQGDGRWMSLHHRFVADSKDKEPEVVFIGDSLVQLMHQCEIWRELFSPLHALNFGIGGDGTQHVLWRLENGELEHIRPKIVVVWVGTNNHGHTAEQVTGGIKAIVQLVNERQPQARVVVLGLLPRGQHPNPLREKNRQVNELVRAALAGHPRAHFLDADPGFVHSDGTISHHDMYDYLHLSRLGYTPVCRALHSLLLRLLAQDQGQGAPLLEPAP
PME-1 primary: PME-1 inhibitors via competitive probe labeling, primary screen, biochemical, fluorescence polarization, FP-Rh probe, HTS; Protein phosphatase methylesterase 1 (Homo sapiens), Q9Y570; recombinant PME-1; inhibition, % at 5.9 µM; 320,000 tested, 0.53% active; AID 2130, 2009;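 active means inhibition above the campaign mean of all compounds plus 3 SD, cut at about 26% in these data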;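 further: competitive labeling of PME-1 active site by serine hydrolase directed probe; 0% = PME-1 with DMSO and 100% = wells lacking PME-1 enzyme; inhibitors block probe labeling so polarization falls and inhibition rises; many of its hits are not listed in these tables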
PAFAH2 FP inh: PAFAH2 enzyme inhibitors, primary screen, biochemical, fluorescence polarization, human; recombinant PAFAH2, FP-rhodamine activity probe; inhibition, % at 3.39 µM; 340,000 tested, 0.99% active;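 active means inhibition above the mean over all tested compounds plus 3 SD, cut at about 30% in these data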;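 further: inhibitors block probe labeling of enzyme so polarization drops; 0% = enzyme with DMSO and 100% = wells lacking PAFAH2 protein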
PAD4 FP inh: human PAD4 inhibitors, primary screen, biochemical, fluorescence polarization, 1536-well format; inhibition, % at 6.36 µM; recombinant PAD4, RCA probe fluorescence polarization; AID 485272, 2010; 330,000 tested, 0.41% active;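 active means percent inhibition above a cutoff equal to the mean of all tested compounds plus 3 SD, cut at about 15% in these data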;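 further: 0% = PAD4 with RCA probe and DMSO and 100% = probe without PAD4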
pPAFAH FP inh: pPAFAH enzyme inhibitors, primary screen, biochemical, fluorescence polarization, human; recombinant pPAFAH, FP-rhodamine probe fluorescence polarization; 330,000 tested, 1.5% active; inhibition, % at 3.39 µM; Platelet-activating factor acetylhydrolase (Homo sapiens), Q13093;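 active means inhibition above the mean inhibition across the screen plus 3 SD, cut at about 25% in these data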;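 further: inhibitors block binding of the rhodamine activity-based probe so polarization drops; 0% = enzyme with DMSO and 100% = wells lacking pPAFAH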
Target sequence (Q13093 whole entry, looked up): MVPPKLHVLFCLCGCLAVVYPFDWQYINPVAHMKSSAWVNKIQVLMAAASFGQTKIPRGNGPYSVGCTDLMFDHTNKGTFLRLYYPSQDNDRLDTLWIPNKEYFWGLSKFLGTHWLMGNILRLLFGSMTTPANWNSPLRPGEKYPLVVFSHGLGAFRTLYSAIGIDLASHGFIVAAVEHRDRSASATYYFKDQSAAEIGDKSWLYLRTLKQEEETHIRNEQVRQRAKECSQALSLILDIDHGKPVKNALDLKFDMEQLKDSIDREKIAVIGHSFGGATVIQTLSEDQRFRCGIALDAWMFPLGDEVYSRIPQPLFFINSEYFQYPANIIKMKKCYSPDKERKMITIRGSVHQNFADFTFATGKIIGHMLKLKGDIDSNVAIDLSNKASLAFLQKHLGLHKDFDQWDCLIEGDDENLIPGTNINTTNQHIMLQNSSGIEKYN
Fam108B counter: mouse Fam108B serine hydrolase inhibitors, primary screen, counter-screen for RBBP9 inhibitor project, biochemical, fluorescence polarization | inhibition, % at 9.51 µM | recombinant Fam108B, FP-Rh probe fluorescence polarization | AID 1947, 2009 | 300,000 tested, 0.33% active;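 active means inhibition above the screen mean inhibition plus 3 SD, computed separately per campaign, cut at about 18% in these data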;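 further: inhibitors lower polarization as less probe binds the enzyme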
PAFAH1B2 inh: PAFAH1B2 enzyme inhibitors, primary screen, biochemical, fluorescence polarization, human; 340,000 tested, 1.2% active; inhibition, % at 3.39 µM; AID 492953, 2010; Platelet-activating factor acetylhydrolase IB subunit alpha2 (Homo sapiens), P68402; recombinant PAFAH1B2, FP-rhodamine activity probe;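 active means inhibition above the mean of all tested compounds plus 3 SD, cut at about 24% in these data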;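 further: 0% = enzyme with DMSO and 100% = wells lacking PAFAH1B2; many of its hits are not listed in these tables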
Numbers without * were called inactive; . = not tested or not shown. The list is partial; the hit share may differ from the screen's.

SMILES	GSTO1 counter	LYPLA1 counter	PAFAH1B3 inh	PME-1 primary	PAFAH2 FP inh	PAD4 FP inh	pPAFAH FP inh	Fam108B counter	PAFAH1B2 inh
CC(/C=N/n1c(-c2ccco2)n[nH]c1=S)=C\c1ccccc1	18	1	7	5	8	4	11	5	5
CN(C)CCN(Cc1ccccc1)S(=O)(=O)c1csc(C(N)=O)c1	-2	1	2	4	1	1	-3	3	3
COc1ccc(CCN2CC(C(=O)N(C)Cc3cccnc3)CC2=O)cc1OC (centres undefined)	.	-1	3	4	2	-3	-3	.	-4
CCOc1ccc(Br)cc1S(=O)(=O)Nc1ccc(N2CCOCC2)cc1	-2	-1	8	4	4	-2	9	3	4
Cc1cc(=O)n2[nH]c(=O)c(N=Nc3ccccc3)c2[nH]1	4	-1	12	-2	-6	-4	4	3	1
CCCCCCC(=O)N(O)C1CC(=O)N(c2ccc(C)cc2)C1=O (centres undefined)	-1	-2	-7	-5	-10	-2	1	0	4
Cc1ccn2c(Nc3ccccc3)c(-c3ccccn3)nc2c1	22	-1	5	7	-3	-2	6	1	0
Cc1nc2ccccc2c(=O)n1NC(=O)c1ccc(C(C)(C)C)cc1	2	1	0	-5	6	-7	-13	-2	6
O=C(Nc1cccc(Cl)c1Cl)C1CCCO1 (centres undefined)	0	1	8	0	3	-5	7	2	3
O=C(/C=C/c1cccc(Br)c1)NCc1ccncc1	0	-1	0	-1	0	3	1	6	2
CCOC(=O)N1CCN(C(=O)CNC(=O)c2nn(-c3ccc(OC)cc3OC)c(=O)c3ccccc23)CC1	6	0	6	0	1	2	-1	-3	1
O=C(Nc1cccc(F)c1)c1ccc(S(=O)(=O)NCC2CCCO2)cc1 (centres undefined)	-3	4	7	2	-1	-1	3	0	1
Cc1cnc(CN(C)C(=O)c2ccc3oc(Cc4ccccc4)nc3c2)[nH]1	1	-1	6	-5	4	-5	-3	-2	4
O=C(CCNc1ccc(Cl)cc1)c1cccs1	-2	-3	-1	-2	7	2	6	0	7
Cc1ccc(/C=N/N2CCN(Cc3cccc4ccccc34)CC2)o1	8	0	5	1	6	2	6	4	6
c1ccc(-c2nnsc2Sc2ccccn2)cc1	-4	-1	-5	2	3	-6	3	-4	9
C=CCN1C(=O)C(Cc2ccccc2)S/C1=N/N=C/c1cccs1 (centres undefined)	-2	-6	6	-4	-1	-2	-7	-3	7
COc1cccc(N(CC(=O)NCCSc2ccccn2)S(C)(=O)=O)c1	7	1	13	-1	-6	3	6	1	-1
O=C(NC1CCCCC1)C(c1ccc(F)cc1)N(Cc1cccs1)C(=O)CN1C(=O)c2ccccc2S1(=O)=O (centres undefined)	2	-4	-1	0	-3	-1	-3	-3	2
O=C(Nc1ccc(Cl)cc1)N1CCCC1	9	5	9	2	-6	-3	0	-1	-1
CCOC(=O)c1ccc(N2C(=O)CC(Sc3nc(O)c(CC)c(=O)[nH]3)C2=O)cc1 (centres undefined)	11	3	9	0	2	-2	1	3	3
CC1(C)Cc2c(sc(NC(=O)Nc3ccccc3)c2C(N)=O)CO1	1	0	10	-1	1	-3	3	0	7
Cn1c(SCC(=O)NCc2cccs2)nnc1-c1ccco1	1	0	8	-1	-5	3	2	4	1
CCc1ccc(OCCOCC(O)CN(CCO)CCO)cc1 (centres undefined)	1	-1	-2	-3	-4	-1	4	-2	3
CCOc1ccc(CNC(=O)CCC(=O)N2Cc3cccc(OC)c3Oc3ncccc32)cc1	1	2	-1	-5	7	1	4	7	2
Cc1ccc(NC(=O)CN2CCCCCC2)cc1[N+](=O)[O-]	-1	0	10	-2	26	-2	3	3	3
O=S(=O)(c1ccc(-c2ccno2)s1)N1CCCCC1	2	-3	3	3	1	8	2	-5	8
CCOC(=O)c1cccc(NC(=O)CCc2nc(-c3ccc(C)cc3)no2)c1	4	-14	-2	-4	-1	2	-1	-4	3
Cc1ccc(NC(=O)CCc2nnc3ccc(N4CCC5(CC4)OCCO5)nn23)nc1	-4	-5	9	-5	3	-3	3	-5	4
COc1ccc(-c2ccc(SCC(=O)Nc3nccs3)nn2)cc1OC	12	-5	5	-5	-4	1	-4	-5	3
CC(C)CC(NC(=O)C1CCCN1C(=O)CNC(=O)OCc1ccccc1)C(=O)O (centres undefined)	-1	-1	12	2	3	5	2	0	4
O=C(O)c1cccc(N2C(=O)c3cc4cccc(Br)c4cc3C2=O)c1	8	-1	20	2	7	4	-6	1	9
CCOC(=O)N1CCC(=NNC(=O)COc2ccc(OC)cc2)CC1	5	-3	6	-5	-1	-1	6	2	0
c1ccc(-c2nn3nnnc3c3ccccc23)cc1	-2	0	-2	4	13	-1	-1	8	5
CC(C)OC(=O)C1=C(N)N2C(=O)CSC2=C(C(=O)OC(C)C)C1	7	3	3	-9	0	0	1	2	-1
CC(NC(=O)C1CCC(C)(C(=O)O)C1(C)C)c1ccccc1 (centres undefined)	-2	4	4	3	-2	-2	4	0	10
CCCn1c(C2CCCN2c2nc(-c3cccc(Br)c3)cs2)nc2ccccc21 (centres undefined)	7	-4	5	6	-2	4	2	-4	3
O=C(CSc1ccc(-c2ccccc2)nn1)c1cccs1	11	-2	9	1	-1	0	7	-2	4
COc1ccccc1NS(=O)(=O)c1ccc(C)c(NC(=O)NC2CCCCC2)c1	5	-5	8	6	-3	-1	-5	1	-3
CN(C)S(=O)(=O)c1ccc(N2CCCC2)c(C(=O)Nc2nc3ccccc3s2)c1	2	-4	6	-2	0	-3	9	0	3
CCOc1ccc(N(CC)C(=O)CCNC(=O)Cn2ccc3ccccc3c2=O)cc1	2	1	7	-5	1	0	-1	-3	4
CCc1nc(N(CC)CC)c2oc3ccccc3c2n1	4	-1	4	-5	-2	-5	4	1	-1
Cc1cc2cc(CN(Cc3cccs3)C(=S)NCc3ccco3)c(=O)[nH]c2cc1C	-10	-16	-6	-13	-10	0	0	-4	-6
NC(=O)c1ccsc1NC(=O)Cc1ccc([N+](=O)[O-])cc1	4	0	-3	4	9	-4	2	0	1
NC(=O)c1ccc(-n2nc(C(F)(F)F)c3c2CCCC3)cc1	6	-3	0	2	2	1	4	2	2
Cc1ccc(Oc2ccc(N)cc2)cc1	0	2	-7	0	2	-2	12	3	0
Cn1nc(C(C)(C)C)c([N+](=O)[O-])c1C(N)=O	6	6	9	2	3	-1	0	1	7
Clc1ccc(Oc2cnc3ccccc3n2)cc1	-2	2	-1	5	-1	3	8	0	0
Cc1ccc(NC(=O)CS(=O)CC(=O)N(CC(=O)NC2CCCC2)c2ccc3c(c2)OCCO3)cc1 (centres undefined)	-5	0	3	-2	2	-3	3	-3	2
CN(Cc1ccc(Br)s1)C(=O)CNC(=O)c1ccc2c(c1)OCO2	.	2	8	-3	2	-12	2	.	5
CCOC(=O)c1c(NC(=O)C2CC2)sc(C)c1CC	0	3	7	0	0	-1	0	3	1
C/C(=N\N=C(N)N)c1ccc(C)c(C)c1	9	0	9	-2	6	1	-1	1	-1
CN(Cc1ccccc1)S(=O)(=O)c1ccc(NC(=S)NC(=O)C2CCCC2)cc1	2	-12	-8	-22	-11	1	-6	-17	-7
CCC(C(=O)O)n1nnc(-c2ccc(-c3ccc(OC)cc3)cc2)n1 (centres undefined)	-7	-5	10	-3	2	-9	-9	-6	-1
CCc1nnc2c(NCCc3ccccc3)nc3ccccc3n12	-5	2	-4	-2	-1	0	0	2	5
CCOc1ccc(-c2c(C(=O)N/N=C/c3ccc(OC(C)C)cc3)nnn2-c2nonc2N)cc1	10	-21	-12	-31	-20	3	-2	-19	-1
COc1ccccc1NC(=O)/C(=C/c1cccc([N+](=O)[O-])c1)c1ccccc1	2	0	1	-1	0	3	3	-5	0
O=c1[nH]c(CSc2ncnc3sc(-c4ccccc4)cc23)nc2ccccc12	2	-2	7	-2	0	-2	-2	-2	1
Cc1ccc(COc2ccc(CNCCCN3CCCCCC3=O)cc2)cc1	-3	-4	5	-1	-15	-5	4	1	9
O=C(NCCCn1ccnc1)C(=O)NCC(c1cccnc1)N1CCN(c2ccccc2)CC1 (centres undefined)	-4	-3	-1	-7	2	-8	-7	-1	2

Whole records from above. Order of values: GSTO1 counter	LYPLA1 counter	PAFAH1B3 inh	PME-1 primary	PAFAH2 FP inh	PAD4 FP inh	pPAFAH FP inh	Fam108B counter	PAFAH1B2 inh
`CCOc1ccc(-c2c(C(=O)N/N=C/c3ccc(OC(C)C)cc3)nnn2-c2nonc2N)cc1` is entered as 10	-21	-12	-31	-20	3	-2	-19	-1
`O=c1[nH]c(CSc2ncnc3sc(-c4ccccc4)cc23)nc2ccccc12` is entered as 2	-2	7	-2	0	-2	-2	-2	1
`CCC(C(=O)O)n1nnc(-c2ccc(-c3ccc(OC)cc3)cc2)n1` (centres undefined) is entered as -7	-5	10	-3	2	-9	-9	-6	-1

(continued)
SMILES	GSTO1 counter	LYPLA1 counter	PAFAH1B3 inh	PME-1 primary	PAFAH2 FP inh	PAD4 FP inh	pPAFAH FP inh	Fam108B counter	PAFAH1B2 inh
Nc1nnc(C(c2ccccc2)c2ccccc2)s1	23	2	2	2	2	-1	0	4	7
CCOc1cc(C)ccc1OCc1nnc(SCC(=O)c2cccc([N+](=O)[O-])c2)n1C	8	-4	5	11	-5	-2	2	-5	-2
COc1ccc(CCN2Cc3c(N)cccc3C2=O)cc1OC	5	3	-3	2	-2	5	2	2	2
Cc1cc(C)cc(Nc2ccc(C(=O)O)cc2N)c1	-5	2	12	-9	17	-2	18	-3	6
COc1ccc(/C=C/C(=O)c2ccoc2)cc1	-5	4	6	4	-2	-3	2	1	5
CC(NCC(O)COc1ccccc1)C1COc2ccccc2O1 (centres undefined)	2	-1	-3	2	-2	0	0	2	2
Cc1cc(SC#N)cc(C)c1NC(=O)CCl	66*	4	4	-8	1	25*	2	0	5
COc1ccc(S(=O)(=O)N2CCC(N3CCN(Cc4ccccc4)CC3)CC2)cc1	-10	-2	6	1	-6	-4	5	2	7
COC(=O)CCc1c(C)c(C(=O)c2ccco2)c2ccccn12	1	-3	9	9	9	1	3	-2	6
Cn1c(SCc2nnc(-c3ccccc3)o2)nc2ccccc21	3	0	7	4	-24	0	2	4	7
CC(OC(=O)CC1CCCCC1)C(=O)Nc1ccc(F)cc1 (centres undefined)	5	-6	5	1	1	0	-3	2	3
CC[n+]1c(/C=C2/C=C(C)CC(C)(C)C2)sc2ccc(OC)cc21	-7	-2	-1	-27	-5	-21	6	-10	2
O=c1c(-c2ccc(O)cc2)coc2cc(O)cc(O)c12	4	3	16	2	6	-4	5	-1	2
CCn1cc(C(=O)N2CCCC2)c(=O)c2cc(S(=O)(=O)N(C)C)ccc21	4	3	4	3	-7	1	3	-5	-1
CC1CCCCN1C(=O)CSc1nnc(Cc2ccccc2)n1C (centres undefined)	-5	6	-4	-1	-2	-11	-6	-1	3
COc1cccc(NC(=O)CSc2nc3c(c(=O)n2C)SC(C)C3)c1 (centres undefined)	7	-1	0	5	10	4	-1	1	-2
O=C(CCN1CCOCC1)NC12CC3CC(CC(C3)C1)C2	-6	-1	3	-2	9	2	-5	3	5
